# Compound activity: PubChem BioAssay, University of Kansas High Throughput Screening Laboratory
# Pf apPOL inh: Pf-apPOL inhibitors, biochemical, fluorescence; Recombinant Pf-apPOL, molecular beacon fluorescence, 1.5 h; AID 1794808, 2022; Plasmodium falciparum apicoplast DNA polymerase (apPOL); inhibition, % at 10 µM; 210,000 compounds, 0.25% hits
# mHTT-CaM PPI inh: mutant huntingtin-calmodulin interaction inhibitors – biochemical, AlphaScreen, primary screen. AID 1671202, 2021. inhibition, % at 15 µM. 190,000 compounds, 3.6% hits. AlphaScreen His-mHTT/GST-CaM binding, luminescence;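 further: 0% = both proteins with DMSO and 100% = one protein alone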
# Target sequence (P42858 whole entry, looked up, stated change not applied): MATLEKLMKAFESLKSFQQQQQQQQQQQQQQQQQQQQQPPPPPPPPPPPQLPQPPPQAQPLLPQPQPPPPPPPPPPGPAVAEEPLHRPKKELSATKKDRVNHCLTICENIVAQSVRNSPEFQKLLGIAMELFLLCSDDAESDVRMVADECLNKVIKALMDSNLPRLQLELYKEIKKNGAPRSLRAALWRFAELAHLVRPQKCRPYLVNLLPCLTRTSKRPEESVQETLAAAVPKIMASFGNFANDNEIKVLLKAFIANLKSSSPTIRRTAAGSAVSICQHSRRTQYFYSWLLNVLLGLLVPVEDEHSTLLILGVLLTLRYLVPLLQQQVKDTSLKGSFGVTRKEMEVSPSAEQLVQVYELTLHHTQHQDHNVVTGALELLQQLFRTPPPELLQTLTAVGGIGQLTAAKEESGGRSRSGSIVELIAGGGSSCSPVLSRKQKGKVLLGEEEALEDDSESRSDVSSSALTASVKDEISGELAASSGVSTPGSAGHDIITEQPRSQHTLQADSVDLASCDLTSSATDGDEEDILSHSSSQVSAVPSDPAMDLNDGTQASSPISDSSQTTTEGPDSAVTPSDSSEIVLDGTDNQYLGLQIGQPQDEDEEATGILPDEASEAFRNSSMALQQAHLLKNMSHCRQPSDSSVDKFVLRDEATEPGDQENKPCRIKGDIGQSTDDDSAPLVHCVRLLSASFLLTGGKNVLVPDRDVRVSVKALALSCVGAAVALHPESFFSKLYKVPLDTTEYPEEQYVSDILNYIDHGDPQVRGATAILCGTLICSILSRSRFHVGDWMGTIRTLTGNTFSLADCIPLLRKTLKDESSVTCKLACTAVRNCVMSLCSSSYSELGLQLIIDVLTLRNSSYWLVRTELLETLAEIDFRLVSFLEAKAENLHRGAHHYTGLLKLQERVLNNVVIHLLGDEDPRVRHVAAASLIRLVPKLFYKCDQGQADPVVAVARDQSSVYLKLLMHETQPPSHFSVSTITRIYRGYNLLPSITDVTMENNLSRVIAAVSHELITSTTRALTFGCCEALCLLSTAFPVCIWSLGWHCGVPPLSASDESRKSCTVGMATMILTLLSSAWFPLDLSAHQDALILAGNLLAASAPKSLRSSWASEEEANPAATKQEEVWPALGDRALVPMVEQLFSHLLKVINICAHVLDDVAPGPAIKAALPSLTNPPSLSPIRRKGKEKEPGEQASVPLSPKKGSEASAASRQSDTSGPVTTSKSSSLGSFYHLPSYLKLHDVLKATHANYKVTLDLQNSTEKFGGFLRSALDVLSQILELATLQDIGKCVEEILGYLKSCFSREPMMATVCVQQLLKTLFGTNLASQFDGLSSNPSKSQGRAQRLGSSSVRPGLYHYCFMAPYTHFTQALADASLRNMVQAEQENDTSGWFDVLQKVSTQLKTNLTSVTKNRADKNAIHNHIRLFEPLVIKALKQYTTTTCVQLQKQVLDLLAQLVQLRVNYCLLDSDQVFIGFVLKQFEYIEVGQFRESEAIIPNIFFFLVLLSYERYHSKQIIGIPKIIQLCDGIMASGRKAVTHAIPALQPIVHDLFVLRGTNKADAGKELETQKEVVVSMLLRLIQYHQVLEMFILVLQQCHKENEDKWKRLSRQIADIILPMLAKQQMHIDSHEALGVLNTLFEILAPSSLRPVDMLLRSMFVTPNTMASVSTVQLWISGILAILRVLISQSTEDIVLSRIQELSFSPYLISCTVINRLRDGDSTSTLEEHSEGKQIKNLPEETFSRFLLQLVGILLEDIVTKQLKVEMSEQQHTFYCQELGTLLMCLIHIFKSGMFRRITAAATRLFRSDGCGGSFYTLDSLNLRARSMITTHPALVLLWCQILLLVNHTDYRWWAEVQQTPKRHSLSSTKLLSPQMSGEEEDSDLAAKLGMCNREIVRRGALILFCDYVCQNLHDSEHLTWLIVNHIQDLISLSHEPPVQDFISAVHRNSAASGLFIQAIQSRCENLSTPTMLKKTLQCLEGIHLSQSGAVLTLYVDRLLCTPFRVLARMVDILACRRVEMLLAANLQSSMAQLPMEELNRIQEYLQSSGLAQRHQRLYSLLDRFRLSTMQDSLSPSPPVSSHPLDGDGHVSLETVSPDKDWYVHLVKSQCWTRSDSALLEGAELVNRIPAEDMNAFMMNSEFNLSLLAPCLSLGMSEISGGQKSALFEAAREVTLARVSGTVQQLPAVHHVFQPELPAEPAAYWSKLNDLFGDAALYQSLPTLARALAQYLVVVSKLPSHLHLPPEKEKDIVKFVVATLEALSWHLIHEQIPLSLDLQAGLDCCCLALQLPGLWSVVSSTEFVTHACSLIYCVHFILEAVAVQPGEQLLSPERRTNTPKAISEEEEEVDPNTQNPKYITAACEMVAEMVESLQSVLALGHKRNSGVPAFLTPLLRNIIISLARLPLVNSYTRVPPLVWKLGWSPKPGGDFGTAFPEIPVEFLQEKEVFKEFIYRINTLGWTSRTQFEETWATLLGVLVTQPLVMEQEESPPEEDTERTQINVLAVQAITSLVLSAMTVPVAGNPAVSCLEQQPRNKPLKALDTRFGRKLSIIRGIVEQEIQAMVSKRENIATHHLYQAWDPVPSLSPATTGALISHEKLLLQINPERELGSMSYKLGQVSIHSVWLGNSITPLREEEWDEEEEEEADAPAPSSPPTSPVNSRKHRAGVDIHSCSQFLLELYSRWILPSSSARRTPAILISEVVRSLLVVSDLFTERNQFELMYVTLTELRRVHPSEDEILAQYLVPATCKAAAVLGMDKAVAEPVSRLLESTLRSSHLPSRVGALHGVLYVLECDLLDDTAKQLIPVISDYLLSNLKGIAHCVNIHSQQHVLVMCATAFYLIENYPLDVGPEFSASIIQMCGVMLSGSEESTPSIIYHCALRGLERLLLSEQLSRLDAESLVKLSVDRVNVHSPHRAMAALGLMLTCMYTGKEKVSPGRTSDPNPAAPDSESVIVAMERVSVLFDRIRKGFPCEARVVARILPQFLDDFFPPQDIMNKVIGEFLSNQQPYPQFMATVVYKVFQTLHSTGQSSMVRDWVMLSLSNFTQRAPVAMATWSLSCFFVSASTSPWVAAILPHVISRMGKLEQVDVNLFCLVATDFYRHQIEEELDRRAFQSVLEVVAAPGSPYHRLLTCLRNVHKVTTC
# * = called active by the depositor; / = not tested or not shown; & = joins results of further samples. No stated cut-off is given here; in the data, active means inhibition above about 50%; inactive means the rest.
no.	structure	Pf apPOL inh	mHTT-CaM PPI inh
1	CC1CCCCN1CCNC(=O)c1ccc(-c2ccnc(N3CCCC3)n2)cc1 (stereo not drawn)	1	0
2	Cc1ccc(S(=O)(=O)N2CCC(c3nc4ccncc4n3C)C2)cc1 (stereo not drawn)	-3	4
3	O=[N+]([O-])/C(C(Cl)=C(Cl)Cl)=C(\NC1CC1)Sc1ccccc1	2	14
4	O=C(Cc1ccsc1)N1CCC2(C1)NCc1ccccc1NC2=NC1CCCC1 (stereo not drawn)	-8	9
5	O=C(c1ccc(-c2cccs2)s1)N1CCN(c2ncccc2C(F)(F)F)CC1	7	/
6	O=C(OCc1cn([C@H]2C[C@H](c3ccc(Cl)cc3)N(CC3CCCCC3)C[C@@H]2O)nn1)c1ccccc1	-1	-6
7	CC1CCN(C(=O)c2cc(F)c(F)cc2Cl)CC1	-2	2
8	O=C(NCCOc1ccccc1)c1ccc(-n2cccn2)nn1	-12	-9
9	COc1ccc(CNC(=O)C2CC(C)=C(C)CC2C(=O)O)cc1 (stereo not drawn)	-1	0
10	COc1ccccc1NC(=O)N1CCCC1c1cccc(C)c1 (stereo not drawn)	0	-8
11	O=C(C1=C(O)C(=O)N(Cc2cccnc2)C1c1cccnc1)c1ccco1 (stereo not drawn)	-28	0
12	Cc1c(Cl)cccc1NC(=O)N1CC(C)Oc2ccccc21 (stereo not drawn)	-18	-5
13	O=C(c1ccc([N+](=O)[O-])cc1)c1ccc(Cl)c(Cl)c1	-2	16
14	CC(CC(=O)N1CCCCC1)c1ccccc1 (stereo not drawn)	-4	-8
15	COc1ccc(CCCN)cc1OC	-4	-3
16	Cc1ccc(NC(=O)Cc2nnc(-c3ccncc3)o2)cc1	-4	-3
17	CN1CCN(C2CCCN(Cc3cccc(Cl)c3)C2=O)CC1 (stereo not drawn)	-3	-2
18	CC(=O)Nc1c(-c2ccc(F)cc2)nc2ccccn12	0	-5
19	O=C(CSc1nc2ccccc2[nH]1)c1ccccc1	-8	-4
20	CCNC(=O)CCC1CCCN(c2cc(NC3CC3)ncn2)C1 (stereo not drawn)	-7	-10
21	COc1ccc(C(=O)Nc2ccncc2)c(OC)c1	0	3
22	CCOc1ccc(C(O)CN2CCN(C3CCCCC3)CC2)cc1 (stereo not drawn)	2	-6
23	CCCNC(=O)N1CCCC1c1ccccc1C (stereo not drawn)	-1	-8
24	Cc1cc(I)ccc1NS(=O)(=O)c1ccc(F)cc1	0	-14
25	C=CCNc1nc(-c2ccc(F)cc2F)cs1	3	-10
26	CCN1CCN(Cc2c(O)ccc3c2OC(=Cc2ccc(OC)cc2OC)C3=O)CC1	-3	19
27	CCN(CC)Cc1c(O)ccc2c(=O)c(-c3ccccc3OC)c(C)oc12	0	-6
28	O=c1cc(CN2CCN(Cc3ccc4c(c3)OCO4)CC2)c2ccc(O)c(O)c2o1	18	3
29	N=C1NC(=O)C(Cc2ccc(OC(F)(F)F)cc2)S1 (stereo not drawn)	-26	/
30	CSc1nnc2c(n1)OC(c1ccsc1)N(C(C)=O)c1ccccc1-2 (stereo not drawn)	-5	-1
31	CC(C)OCCCNC(=O)C1CCN(S(=O)(=O)N2CCCC2)CC1	-10	-6
32	O=C(c1ccc2c(c1)OCCO2)N1CCN(c2ccc([N+](=O)[O-])cc2)CC1	0	6
33	Cc1cc(-n2c(C)nc3ccccc3c2=O)ccc1NC(=O)Cc1cccs1	0	9
34	CCOc1ccc(C2=C(C)SC(N=Cc3ccco3)=NN2)cc1	10	35
35	O=C(NCC(O)c1ccc(C(F)(F)F)cc1)C(=O)Nc1ccon1 (stereo not drawn)	-4	-4
36	O=C(C1CCCCC1)N1CCC(CCOc2ccc(F)cc2)CC1	-4	-17
37	COc1cccc(CN2CCC(C(=O)N(CCc3ccccc3)Cc3ccccc3)CC2)c1O	-5	46
38	NS(=O)(=O)c1cccc(NC(=O)Nc2ccccc2)c1	4	/
39	O=C(Nc1cnn(Cc2ccc(F)cc2)c1)c1cc(-c2ccc(Cl)c(Cl)c2)on1	-7	0
40	CC(=O)N(C)c1nc(N)n(-c2ccccc2)n1	-26	-4
41	CC1=C(C(=O)Nc2ccccc2C)C(c2ccncc2)n2nc(SCc3ccccc3)nc2N1 (stereo not drawn)	-7	14
42	CCOC(=O)NC(=O)c1cn(Nc2cccc(C(F)(F)F)n2)c(=O)[nH]c1=O	-9&-23	/
43	Cc1cc(NC(=O)Cn2cc3c(n2)CCCC3)ccc1Br	0	-3
44	CCOc1ccc(NC(=O)CSc2nc3[nH]ncc3c(=O)n2-c2ccc(C)cc2)cc1	-11	35
45	CCCSc1nc2c(c(=O)n1-c1ccc(Br)cc1)SCC2	-4	10
46	O=C1NC(=O)/C(=C\c2ccc(-c3cc(C(=O)O)ccc3Cl)o2)N1	-1	17
47	CSc1ccc(/C=C2\SC(=O)N(CN3CCOCC3)C2=O)cc1	-6	4
48	O=C(CCc1ccc2[nH]ccc2c1)NC1CCCC1	0	0
49	COCCOC(=O)c1c2c(n3ccc(C)cc13)C(=O)c1ccccc1C2=O	-15	10
50	Cc1cc2ccccc2n2c(SCC(=O)NCCc3ccccc3)nnc12	0	-21

# Retrieved by compound from the list above, six records:
no.	structure	Pf apPOL inh	mHTT-CaM PPI inh
38	NS(=O)(=O)c1cccc(NC(=O)Nc2ccccc2)c1	4	/
30	CSc1nnc2c(n1)OC(c1ccsc1)N(C(C)=O)c1ccccc1-2 (stereo not drawn)	-5	-1
26	CCN1CCN(Cc2c(O)ccc3c2OC(=Cc2ccc(OC)cc2OC)C3=O)CC1	-3	19
28	O=c1cc(CN2CCN(Cc3ccc4c(c3)OCO4)CC2)c2ccc(O)c(O)c2o1	18	3
35	O=C(NCC(O)c1ccc(C(F)(F)F)cc1)C(=O)Nc1ccon1 (stereo not drawn)	-4	-4
41	CC1=C(C(=O)Nc2ccccc2C)C(c2ccncc2)n2nc(SCc3ccccc3)nc2N1 (stereo not drawn)	-7	14

# Remaining list, next part
no.	structure	Pf apPOL inh	mHTT-CaM PPI inh
51	CN1CCN(NC(=O)C(=O)Nc2cc(F)ccc2F)CC1	-3	-11
52	O=C(Nc1cc(-c2ccncc2)no1)c1ccccc1	-4	-6
53	CN1CCN(NC(=O)c2sc3ccccc3c2Cl)CC1	-1	0
54	O=C(CSc1ccc(F)cc1)Nc1ccc(N2CCCN(C(=O)C3CC3)CC2)cc1	-6	24
55	N#C/C(=C\c1c(Cl)cccc1Cl)c1nn(CCO)c(N)c1C#N	1	9
56	O=C1C(c2ccc(F)cc2)N(C2CCCC2)C(=O)CN1C1CCCCCC1 (stereo not drawn)	-7	-6
57	O=C(NCc1cccnc1)c1cc2n(n1)C(C(F)(F)F)CC(c1ccc(Cl)cc1)N2 (stereo not drawn)	-1	23
58	Cc1cccc(N2C(=O)CC(Sc3ccccn3)C2=O)c1 (stereo not drawn)	4	-3
59	CN(c1ccc(Cl)cc1)S(=O)(=O)c1ccc2[nH]cc(C(=O)NC(C)(C)C)c(=O)c2c1	-16	14
60	Cc1ccc(NC(=O)/C(C#N)=C2\NC(C)(C)Cc3ccccc32)c(C)c1	-2	1
61	Cc1oc(C2CCN(C(=O)c3ccccc3Cl)CC2)nc1C(=O)N1CCCC1	-3	-3
62	O=C(NCC1CCCCC1)c1cc(=O)c(OCc2ccccc2)co1	-12	-2
63	CCc1ccc(NC(=O)CSc2nc3c(c(=O)n2-c2ccccc2OC)SCC3)cc1	-8	20
64	Cc1oc(C2CCN(C(=O)CCc3ccccc3)CC2)nc1C(=O)N1CCOCC1	5	3
65	CC(Oc1ccccc1F)C(=O)N1CCN(Cc2ccccc2)CC1 (stereo not drawn)	-3	-1
66	CCN1CCN(C(=O)C2CC(=O)N(c3ccc(C)c(Cl)c3)C2)CC1 (stereo not drawn)	2	1
67	CC1CCc2nn(CC(=O)Nc3ccc(C(C)C)cc3)c(=O)cc2C1 (stereo not drawn)	-6	8
68	CCn1c(=O)c2c(ncn2C(C)c2ccccc2)n(-c2cccc(F)c2)c1=O (stereo not drawn)	3	0
69	Cc1nc2cc(NC(=O)c3csc(-c4cnccn4)n3)ccc2s1	24	15
70	O=C(Nc1ccc(Cl)cn1)C1CCCN(c2ncnc3c2nc2n3CCCCC2)C1 (stereo not drawn)	0	0
71	Cc1ccc(-c2ncc(NC(=O)c3cc(C)on3)cn2)cc1	0	-2
72	Cc1cc(Cl)ccc1N(CC(=O)Nc1ccc(CSc2ccccc2)cc1)S(C)(=O)=O	-3	19
73	CCN(CC)C(=S)Oc1ccc([N+](=O)[O-])cc1	-6	/
74	CCN1CCN(CC(=O)N2CCc3ccccc32)C(=O)C1=O	1	1
75	CCC(C(=O)NCc1ccccc1Cl)c1ccccc1 (stereo not drawn)	-7	6
76	Oc1ccccc1CNC1CCCCC1	4	0
77	CN1CCN(Cc2c(C(=O)NN)nnn2-c2nonc2N)CC1	/	-4
78	O=c1/c(=C/c2cccs2)sc2nc(-c3ccccc3)nn12	-1	-5
79	O=C1CSC(c2cc3c(cc2[N+](=O)[O-])OCO3)N1c1cccc(C(F)(F)F)c1 (stereo not drawn)	-5	27
80	O=C(Nc1ccc(Cl)cc1)C(=Cc1cccs1)c1ccsc1	-1	/
81	O=C(NCc1cccs1)N1CCN(c2nc3ccc([N+](=O)[O-])cc3s2)CC1	1	-8
82	CCC(=O)Oc1cc2oc(CC)c(-c3ccc4c(c3)OCCCO4)c(=O)c2cc1CC	1	0
83	Cc1c(Nc2c3c(c(C#N)c4nc5ccccc5n24)CCC3)c(=O)n(-c2ccccc2)n1C	1	24
84	CC(C)CNC(=O)c1ccc(Cl)cc1Cl	-1	-18
85	COc1ccc(OC)c(CNc2ccc(F)c(Cl)c2)c1	-1	30
86	CNC(=O)C1CN(C(=O)Nc2cccc(Cl)c2C)CC12CCCC2 (stereo not drawn)	0	-8
87	COc1ccc(N2CCN(C(=O)CSc3nc4ccc(OC)cc4[nH]3)CC2)cc1	0	11
88	COc1ccc(N2CCN(C(=O)Cc3ccccc3)CC2)cc1	-2	3
89	CCOC(=O)c1c(-c2ccccc2)oc2c1cc(OC(=O)c1cc(OC)c(OC)c(OC)c1)c1ccccc12	58*	7
90	O=C(NCc1ccccc1)c1cc(S(=O)(=O)N2CCC3(CC2)OCCO3)ccc1F	2	0
91	CC1CCN(S(=O)(=O)N2CCCC(C(=O)NC3CCCCCCC3)C2)CC1 (stereo not drawn)	-18	9
92	CC(=O)c1cccc(NC(=O)c2csc3c2CCC(C)C3)c1 (stereo not drawn)	1&-4	-6&-18
93	CCC(C)NC(=O)c1ccc(-c2cccs2)nc1 (stereo not drawn)	-4	-8
94	C=C(C)COc1ccc2c(=O)c(Oc3ccc(OC)cc3)coc2c1	-3	-9
95	O=C1CC2C(CC(OC(=O)c3ccc(-c4ccccc4)cc3)C2CO)O1 (stereo not drawn)	-14	/

# In another format: four of the compounds above
76. Oc1ccccc1CNC1CCCCC1
  Pf apPOL inh = 4
  mHTT-CaM PPI inh = 0

77. CN1CCN(Cc2c(C(=O)NN)nnn2-c2nonc2N)CC1
  Pf apPOL inh = /
  mHTT-CaM PPI inh = -4

78. O=c1/c(=C/c2cccs2)sc2nc(-c3ccccc3)nn12
  Pf apPOL inh = -1
  mHTT-CaM PPI inh = -5

79. O=C1CSC(c2cc3c(cc2[N+](=O)[O-])OCO3)N1c1cccc(C(F)(F)F)c1 (stereo not drawn)
  Pf apPOL inh = -5
  mHTT-CaM PPI inh = 27
